Myeloid diff 2 – promotes myeloid progenitor differentiation; 360,000 compounds, 1% hits; ER-HoxA9 myeloid progenitors, lysozyme-GFP differentiation, flow cytometry; AID 624256; calls only at 10 µM;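 active = normalized GFP-positive differentiation at or above the plate's own cutoff, the solvent-only control mean plus 3 SD; inconclusive = no clear call, values can overlap the other calls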;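 also: cells exposed to compound for four days before flow analysis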
HIV fusion peptide – inhibitors of HIV fusion peptide binding, primary screen, biochemical, uHTS, fluorescence dequenching (AID 1986). cell-free peptide binding, fluorescence dequenching, 30 min; higher % means a stronger effect. inhibition, % at 20 µM, or IC50 in µM where a hit was titrated. 290,000 compounds, 0.3% hits; in the data active = inhibition mostly above about 52%, no sharp cut-off; inactive = mostly below about 76%; also: some results filed as inactive read as strong as hits
GPR55 LPI antagonism – GPR55 antagonists blocking LPI-driven arrestin recruitment, primary screen, imaging, U2OS, beta-arrestin-GFP, LPI agonist (AID 2013) | U2OS GPR55 beta-arrestin-GFP translocation imaging, LPI antagonism; higher % means a stronger effect | one-dose inhibition, % at 10 µM; IC50 in µM for titrated hits | 290,000 compounds, 0.13% hits;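 active = spots per cell inhibited over 60%, with over 100 cells counted and total cytoplasm intensity under 500,000; inconclusive = wells with under 100 cells, flagged as likely toxic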;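 also: U2OS cells stably carrying GPR55 and arrestin-GFP stimulated by 5 µM LPI near EC80; imaged beta-arrestin-GFP aggregate spots per cell after agonist stimulation; plate controls were LPI-stimulated DMSO wells for no effect and DMSO wells without LPI for full effect; some results filed as inactive read as strong as hits; confirmed hits need IC50 under 10 µM and bright autofluorescent wells are also inconclusive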
LYP inhibition – inhibitors of LYP phosphatase, biochemical, fluorescence intensity, uHTS (AID 1779) | recombinant LYP phosphatase, fluorescence intensity; higher % means a stronger effect | inhibition, % at 11.5 µM; hits with a dose series show IC50 in µM | 290,000 compounds, 0.054% hits; in the data active = inhibition above about 50%;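 also: plate controls were vehicle with enzyme for no effect and no enzyme for full effect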
Siah-1 displacement – Siah-1 peptide-binding antagonists, primary screen, biochemical, fluorescence polarization, rhodamine-plectin, uHTS (AID 1817). Siah-1 / rhodamine-plectin peptide fluorescence polarization; higher % means a stronger effect. displacement, % at 20 µM, or IC50 in µM where a hit was titrated. 290,000 compounds, 0.02% hits;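 active = displacement of at least 50% at 20 µM, with a fluorescence ratio check between 0.3 and a set limit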;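 also: plate controls were Siah plus tracer with DMSO for no effect and tracer alone without Siah for full effect; strong numbers were not always called active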
NTR1 ag – agonists of NTR1, primary screen, imaging, U2OS cells, beta-arrestin-GFP, high content (AID 493036) | NTR1-U2OS beta-arrestin-GFP spot imaging, agonist mode | activation, % at 20 µM | 330,000 compounds, 0.17% hits;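 active = activation at or above 40% of the spot to cytoplasm intensity ratio, with at least 20 cells analyzed; inconclusive = wells under 20 cells, flagged as cytotoxic or low count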;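 also: 0% = DMSO without peptide and 100% = 100 nM NTR1 peptide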
Target sequence (P30989 whole entry, looked up): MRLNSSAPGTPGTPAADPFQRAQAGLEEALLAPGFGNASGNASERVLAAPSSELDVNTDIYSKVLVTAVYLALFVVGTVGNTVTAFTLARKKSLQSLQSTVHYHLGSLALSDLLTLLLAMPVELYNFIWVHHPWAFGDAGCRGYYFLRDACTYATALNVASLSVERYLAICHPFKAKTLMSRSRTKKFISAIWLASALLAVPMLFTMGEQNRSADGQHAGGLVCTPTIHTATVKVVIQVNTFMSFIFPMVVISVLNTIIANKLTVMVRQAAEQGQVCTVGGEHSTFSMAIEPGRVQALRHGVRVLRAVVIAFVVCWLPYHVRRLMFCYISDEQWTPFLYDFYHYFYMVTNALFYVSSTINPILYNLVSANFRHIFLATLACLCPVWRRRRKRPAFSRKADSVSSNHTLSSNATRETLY
PhoP inhibition – PhoP-dependent GFP reporter repression – Salmonella Typhimurium, primary screen (AID 1863); 300,000 compounds, 0.16% hits; S. Typhimurium PhoP-regulated promoter GFP reporter, 4 h; higher % means a stronger effect; inhibition, % at 50 µM, or IC50 in µM where a hit was titrated;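 active = inhibition over 29.93%, a cutoff 3 SD above the screen mean, later confirmed by dose response; inconclusive = inhibition over 29.93% but no dose response follow-up; inactive = inhibition at most 29.93% or unconfirmed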;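 also: 0% = low Mg2+ inducing control and 100% = high Mg2+ repressing control; strong numbers were not always called active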
GPR35 arrestin U2OS – inhibition of zaprinast-stimulated GPR35 beta-arrestin translocation – imaging, U2OS, beta-arrestin-GFP, zaprinast agonist, primary screen (AID 2058). inhibition, % at 10 µM, or IC50 in µM where a hit was titrated. U2OS GPR35 beta-arrestin-GFP translocation imaging, zaprinast antagonism; higher % means a stronger effect. 290,000 compounds, 0.052% hits;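 active = inhibition of at least 50% with at least 30 cells and total cytoplasm GFP at most 10,000,000; inconclusive = under 30 cells or total GFP of 10,000,000 plus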
Rac1 GTP hydrolysis – MgcRacGAP GTPase-activating activity inhibitors, confirmation, biochemical, ADP Hunter fluorescence; MgcRacGAP-stimulated Rac1 GTP hydrolysis, ADP Hunter fluorescence; higher % means a stronger effect; GST-tagged Rac1 F28L mutant substrate; inhibition, % at 30 µM; hits with a dose series show IC50 in µM; 340,000 compounds, 0.6% hits; AID 624330;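 active = first-screen hits whose inhibition reached a set limit at any dose in the follow-up dose series; inconclusive = inhibition above the set first-screen limit but never retested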;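 also: fluorescence reports GDP produced by GAP-driven GTP hydrolysis; strong numbers were not always called active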
NTR1 ag cell count 20 µM – second read-out of NTR1 ag, no call of its own (marks repeat the call); cell count; measured here: cell count, cytotoxicity flag
Myeloid diff 2 GFP+ MAC1+ % – recorded beside Myeloid diff 2, whose call it bears; GFP+ MAC1+ double positive, %; measured here: differentiation confirmed by MAC1 staining
Starred values were filed as active, the others as inactive; i = inactive; ? = inconclusive; . = no result given.

SMILES	Myeloid diff 2	Myeloid diff 2 GFP+ MAC1+ %	HIV fusion peptide	GPR55 LPI antagonism	LYP inhibition	Siah-1 displacement	NTR1 ag	NTR1 ag cell count 20 µM	PhoP inhibition	GPR35 arrestin U2OS	Rac1 GTP hydrolysis
COc1ccc(C(=O)N2CCN(Cc3ccccc3C(F)(F)F)CC2)cc1	i	0.6	0.8%	7%	-4%	4%	1.1	59	0%	3%	22%
Cc1cc(=O)oc(C)c1C(=O)NCc1ccccc1	i	1.0	-2.0%	-16%	-2%	-3%	-1.8	59	9%	2%	9%
CC(C)(C)c1cc(NC(=O)COC(=O)C2CC2)n(-c2ccccc2)n1	i	0.3	-3.0%	-4%	0%	-1%	-0.6	104	-1%	43%	2%
CN(C)c1nc(N(C)C)nc(N(C#N)Cc2ccc(Cl)cc2)n1	i	0.3	0.5%	12%	-11%	-6%	7.1	79	10%	-15%	5%
Cc1c(C(c2cccc([N+](=O)[O-])c2O)c2c(C)n(C)n(-c3ccccc3)c2=O)c(=O)n(-c2ccccc2)n1C	i	6.3	-2.9%	18%	-6%	5%	1.1	81	31%	2%	3%
CCCc1nc(N2CCCC2)c(C#N)c2c1CCCC2	i	0.6	1.6%	2%	-6%	-2%	12	106	0%	12%	8%
CCc1nnc(NC(=O)/C=C/c2cccs2)s1	i	0.2	-0.5%	16%	1%	-5%	0.2	59	2%	25%	-5%
COc1ccc(NC(=O)c2ccc(C(=O)c3cc(OC)ccc3OC)cc2)cc1	.	.	-1.4%	29%	-8%	5%	0.1	55	-4%	7%	-4%
CC(=O)c1c(C)[nH]c2ccccc2c1=O	i	0.8	-2.6%	11%	1%	0%	-2.2	74	1%	2%	4%
CN1CCN(c2nc(NCc3ccco3)nc(N)c2[N+](=O)[O-])CC1	i	0.3	2.2%	4%	-7%	8%	-1.3	36	-9%	1%	9%
O=C(Nc1cccc(NS(=O)(=O)c2ccc(S(=O)(=O)NC3CC3)cc2)c1)c1ccccn1	i	0.5	1.8%	13%	-9%	1%	0.1	92	5%	4%	12%
Cc1nc2nc(-c3ccc(F)cc3)cn2nc1C	i	0.2	4.2%	3%	-6%	3%	0.8	86	0%	12%	-6%
Cc1cc(C)n(CCc2nc(-c3ccc(-c4ccccc4)cc3)cs2)n1	i	0.0	-1.1%	6%	-3%	2%	1.9	75	1%	-1%	-1%
COC(=O)c1sccc1NC(=O)c1ccccc1[N+](=O)[O-]	i	0.5	-1.2%	4%	-5%	2%	1.5	43	7%	21%	6%
Cc1cc(C(=O)NCC(C)(C)N2CCOCC2)c(C)o1	i	1.2	.	.	.	.	0.0	57	2%	.	-2%
CCCC1CCC(=NNC(=O)CNc2ccc(OC)cc2)CC1 (configuration not stated)	i	0.4	4.9%	-1%	0%	0%	-1.0	71	0%	6%	24%
Cn1cccc1C(=O)NC(=O)CSc1nnc(C2CC2)n1-c1ccccc1	i	0.5	0.5%	-8%	7%	-3%	1.9	71	-17%	-5%	6%
COCc1nnc(NC(=O)c2ccc(OC)cc2OC)s1	i	0.1	0.4%	2%	-7%	-2%	1.2	90	9%	10%	5%
O=C(CN=C1NS(=O)(=O)c2ccccc21)OCC(=O)c1cc(F)ccc1F	i	0.9	1.0%	9%	-3%	-3%	-0.8	39	-8%	-3%	3%
O=C(Nc1ccc(OC(F)F)c(Cl)c1)[C@@H]1CCCN1C(=O)c1cccs1	i	0.2	-1.4%	-5%	-5%	3%	0.9	31	8%	10%	7%
COc1ccc(OC)c(CNC(=O)C2CCN(S(C)(=O)=O)CC2)c1	i	0.3	-1.1%	0%	5%	-2%	2.2	35	0%	6%	1%
COc1ccccc1OCC(=O)Sc1ccc(C)cc1	i	0.5	0.1%	8%	-7%	2%	3.2	41	-9%	9%	19%
COc1cc(CNc2ncnc3c2[nH]c2ccc(C)cc23)cc(OC)c1	i	0.5	-1.2%	8%	-4%	1%	4.3	36	-5%	-21%	19%
Cc1cnc([N+](=O)[O-])n1CCOC(=O)NC(=O)c1ccc(F)cc1	i	0.2	1.1%	2%	-5%	-2%	-1.4	57	-2%	17%	6%
O=C(NCc1ccccc1)NC1CC2CCC(C1)N2Cc1ccco1 (configuration not stated)	i	1.0	-3.0%	-9%	-16%	2%	-2.2	102	-4%	1%	2%
CCOc1ccc(C(=O)N2CCN(Cc3ccccc3)CC2)cc1OCC	i	1.4	1.4%	16%	-10%	1%	0.2	67	.	-1%	-10%
Cc1cccc(NS(=O)(=O)c2cc(Cl)ccc2Cl)n1	i	0.4	-0.5%	-10%	-2%	-3%	-0.3	64	3%	-5%	-2%
CCn1ccnc1CN(C)C(=O)c1ccc(OC2CCN(CCc3ccccc3)CC2)cc1	?	.	-0.5%	1%	-11%	-6%	0.4	67	-1%	2%	-16%
C[C@@H]1CC=C[C@H]2[C@H]1C(=O)N(Cc1ccccc1)[C@H]2c1ccc(F)c(/C=C/c2ccccc2)c1	i	6.3	2.3%	26%	4%	1%	2.7	66	-4%	4%	-37%
CCOc1ccc(-n2c(SCc3cc(=O)oc4cc(C)ccc34)nnc2-c2cccnc2)cc1	i	0.9	-1.3%	13%	-2%	6%	1.2	79	8%	-9%	6%
CS(=O)(=O)c1cccc(-c2nnc(NC(=O)C3=COCCO3)o2)c1	i	0.7	.	.	.	.	-1.1	66	-8%	.	3%
Cc1cccc(NC(=O)CSCC(=O)Nc2sccc2C#N)c1	i	1.4	.	.	.	.	1.0	65	-5%	.	4%
Cn1c(COc2ccccc2)nnc1SCC(=O)NCc1ccccc1	i	1.9	-0.1%	6%	-8%	-1%	-1.3	62	8%	-4%	3%
CC(C)Sc1nc2sc(-c3ccccc3)cc2c(=O)n1N	i	1.1	3.2%	7%	-2%	-2%	6.5	31	-5%	15%	11%
CC(NC(=O)COC(=O)c1cc([N+](=O)[O-])ccc1N1CCOCC1)c1ccc(F)cc1 (configuration not stated)	i	0.4	.	.	.	.	1.8	75	-6%	.	0%
O=C(CSc1nc2cc(C(F)(F)F)ccc2n1Cc1ccccc1)NC1CCS(=O)(=O)C1 (configuration not stated)	i	0.1	-1.0%	18%	-6%	15%	0.6	54	2%	2%	4%
CC12CCC(C(=O)Nc3c(Cl)cccc3Cl)(C(Br)C1=O)C2(C)C (configuration not stated)	i	0.7	2.0%	0%	-6%	-7%	2.1	47	-9%	-9%	-8%
CCN1CCc2c(OCc3ccc(C)cc3)cccc2C1=O	i	0.3	0.7%	0%	1%	3%	3.7	55	2%	1%	2%
COC(=O)[C@H](CC(C)C)NC(=O)NC1CCCc2ccccc21 (some centres not stated)	i	1.3	-2.5%	-4%	-8%	2%	1.0	50	-1%	15%	0%
Cc1ccc(C)c2[nH]c(=O)c(CN(Cc3ccc4c(c3)OCO4)Cc3nnnn3Cc3ccco3)cc12	i	0.6	21%	14%	-5%	-1%	6.5	33	4%	1%	11%
O=C(CN1CCCc2ccccc21)NCc1ccc2c(c1)OCO2	i	0.7	-2.6%	-2%	-7%	3%	-2.0	68	5%	3%	4%
Cc1cccc(C)c1NC(=O)[C@@]1(CC(=O)O)CC(/C=C/c2ccccc2)=NO1	i	0.8	-1.1%	7%	-3%	-2%	.	.	8%	-2%	-6%
C/C(=N\NC(=O)Cc1c(C)[nH][nH]c1=O)c1cccc(Br)c1	i	0.2	-1.6%	0%	-5%	0%	0.1	78	-2%	-12%	4%
CCn1c(N2CCC(Cc3ccccc3)CC2)nc2c1c(=O)[nH]c(=O)n2C	i	0.7	-0.3%	14%	-5%	-3%	11	49	4%	8%	?
O=C(Nc1ccc2ccccc2c1)c1ccc(Cl)cc1	i	0.3	0.0%	0%	-6%	1%	-0.1	51	-2%	-6%	2%
CN1C(C(=O)NCc2cccc(Br)c2)CC2Cn3c(nc4cc(Cl)c(Cl)cc43)C21 (configuration not stated)	i	1.7	-3.2%	6%	-6%	-4%	2.2	107	6%	6%	1%
Nc1ccccc1C(=O)/C=C/c1ccc2c(c1)OCO2	i	0.8	-3.7%	12%	0%	-7%	1.2	93	3%	30%	10%
O=C(O)C1CCC(Cn2c(SCc3cc(=O)n4cc(Br)ccc4n3)nc3ccsc3c2=O)CC1 (configuration not stated)	i	0.4	1.6%	-6%	1%	20%	-0.5	42	-4%	-13%	2%
O=C(CN1C(=O)C2CC=CCC2C1=O)Nc1ccc(S(=O)(=O)Nc2nccs2)cc1 (configuration not stated)	i	0.2	1.1%	-2%	-2%	-2%	-0.5	74	.	0%	12%
CN(C)CCN1C(=O)c2oc3ccccc3c(=O)c2C1c1cccc(Br)c1 (configuration not stated)	i	2.9	7.9%	1%	-4%	-1%	0.2	80	-4%	3%	9%
Going on with the list:
SMILES	Myeloid diff 2	Myeloid diff 2 GFP+ MAC1+ %	HIV fusion peptide	GPR55 LPI antagonism	LYP inhibition	Siah-1 displacement	NTR1 ag	NTR1 ag cell count 20 µM	PhoP inhibition	GPR35 arrestin U2OS	Rac1 GTP hydrolysis
CC(C)NC(=O)CCc1nnc(Cc2cccc(C(F)(F)F)c2)o1	i	1.1	-0.8%	1%	-10%	-2%	0.6	29	-9%	12%	3%
Cc1ccsc1C(=O)OCC(=O)NCc1ccco1	i	0.1	0.8%	-1%	0%	3%	-1.6	53	-1%	-7%	5%
O=C(COc1ccc(Cl)cc1Cl)NN1C(=O)C2C3C=CC([C@@H]2C1=O)C31CC1 (some centres not stated)	i	0.3	-0.5%	14%	-7%	9%	-0.3	52	-2%	-6%	5%
CCOc1ccc2nc(N/C(N)=N/C(=S)Nc3ccc(OC)cc3)nc(C)c2c1	i	0.4	0.2%	5%	5%	0%	1.0	51	-4%	10%	19%
C#Cc1ccc(CN2CCCC(C(=O)Nc3ccccc3Oc3cccnc3)C2)cc1 (configuration not stated)	i	3.5	0.9%	-8%	-17%	-7%	1.6	77	11%	0%	10%
O=C(CSc1nccn1Cc1ccc(F)cc1)NC1CCCC1	i	2.7	0.2%	13%	-14%	3%	0.0	65	7%	15%	2%
CCOC(=O)C1=C(N)OC2=C(C(=O)CCC2)C1c1sccc1C (configuration not stated)	i	0.5	-0.9%	22%	-2%	9%	-2.7	113	19%	-5%	17%
O=C(Cn1c(=O)oc2cc(S(=O)(=O)N3CCCCCC3)ccc21)NC1CCCCC1	i	2.2	-0.5%	3%	-5%	8%	-1.4	57	-1%	-2%	-1%

Screening results: PubChem, several laboratories
